TSHR antag: Antagonists of the Thyroid Stimulating Hormone Receptor: HTS campaign; Thyrotropin receptor (Homo sapiens), P16473; TSHR-expressing cells, TSH-stimulated cAMP HTRF, 2 h; stronger effect = lower value; activity change, negative = inhibition, % at 11.5 µM; 330,000 compounds, 0.2% hits;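 active = activity change below a set negative limit, meaning inhibition stronger than a set level, cut at about -70% in these data; inconclusive = activity change between two set negative limits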; note: % is set by controls: 0 for no effect and ±100 for the full control effect
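TSHR-expressing cells, 200/well, pre-treated with compound, then stimulated with EC80 TSH (4nM final) for 2 hours at 37 deg C. cAMP measured by competitive HTRF: anti-cAMP cryptate antibody in lysis buffer plus cAMP-d2, read after 30 minutes at room temperature.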
Eya2 inh: qHTS Assay for Inhibitors of the Phosphatase Activity of Eya2 | Potency, µM (highest dose often 76.9 µM), for the others: at the top dose activity, negative = inhibition, actives largely listed as inhibitors | AID 488837, 2010 | 330,000 compounds, 0.006% hits | recombinant Eya2, OMFP fluorescence dephosphorylation (OMFP is methylfluorescein phosphate); note: potency is the fitted concentration of half-maximal effect; % is set by controls: 0 for no effect and ±100 for the full control effect
Target sequence (O00167 whole entry, looked up): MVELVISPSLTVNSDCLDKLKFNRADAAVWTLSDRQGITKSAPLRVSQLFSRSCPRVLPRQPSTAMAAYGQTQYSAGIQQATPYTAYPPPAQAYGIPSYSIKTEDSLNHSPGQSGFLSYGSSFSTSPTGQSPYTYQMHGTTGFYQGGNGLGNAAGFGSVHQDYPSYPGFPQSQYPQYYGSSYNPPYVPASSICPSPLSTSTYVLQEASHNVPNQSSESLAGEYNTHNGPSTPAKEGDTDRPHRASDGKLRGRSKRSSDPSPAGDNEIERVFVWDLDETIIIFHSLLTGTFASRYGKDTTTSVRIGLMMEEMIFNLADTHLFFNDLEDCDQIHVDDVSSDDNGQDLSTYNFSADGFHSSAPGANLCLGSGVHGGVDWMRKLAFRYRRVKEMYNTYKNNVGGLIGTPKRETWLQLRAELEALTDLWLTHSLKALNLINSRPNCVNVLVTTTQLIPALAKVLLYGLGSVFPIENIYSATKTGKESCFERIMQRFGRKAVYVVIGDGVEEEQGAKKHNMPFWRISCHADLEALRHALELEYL
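Eya2 protein (added as 0.2 uM solution) was preincubated with compound for 10 min at ambient temperature in 50 mM HEPES pH 7.5, 50 mM NaCl, 5 uM MgCl2, 0.05% BSA, 1 mM DTT. OMFP (added at 50 uM) then reacted 10 min; fluorescence read at 485/525 nm.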
TCR act: Activators of T cell receptors: qHTS campaign; primary human leukocytes, anti-CD3, IL-2 HTRF, 48 h; Potency, µM (series often up to 9.22 µM), inactives show at the highest dose activation of IL-2 secretion, hits mostly activators; 330,000 tested, under 10 active; note: % of control where 0% means no effect
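Human primary leukocytes + a-CD3 beads + cpd, 48 hr; IL-2 in supernatant by HTRF (ex 320nm / em 665nm). No co-stimulatory signal supplied.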
Tb PFK inh: qHTS Assay to Find Inhibitors of T. brucei phosphofructokinase. T. brucei PFK, ADP-Glo luminescence. Potency, µM (highest dose often 57.5 µM), for inactives: at the highest dose activity, negative = inhibition, hits mostly inhibitors. ATP-dependent 6-phosphofructokinase (Trypanosoma brucei brucei), O15648. 330,000 compounds, 0.17% hits;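 note: potency is the fitted concentration of half-maximal effect; 0% = uninhibited 1x PFK enzyme wells and -100% = no-enzyme wells; nearly all actives have a fitted effect of over 60% in size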
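1.25 nM PFK with 0.5 mM F6P and 0.1 mM ATP in 0.1 M TEA pH 8.0, 5 mM MgCl2, incubated 45 min at room temperature; ADP measured by ADP-Glo luminescence; compounds titrated up to 57 uM.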
Mito fusion act: qHTS Assay for Small Molecule Inhibitors of Mitochondrial Division or Activators of Mitochondrial Fusion. Potency, µM (series often up to 46.1 µM), for inactives: top-dose growth rescue (activation), usual class: activators. S. cerevisiae fusion-defective mutant growth rescue, CellTiterGlo 48 h. 320,000 compounds, 0.23% hits;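 note: potency is the fitted concentration of half-maximal effect; % of control where 0% means no effect; nearly all actives have a fitted effect of over 45% in size; temperature-sensitive fusion mutants such as fzo1-1 at 37 °C on non-fermentable ethanol glycerol medium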
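Growth-rescue viability read-out: after 48 h at the non-permissive 37C in glycerol/ethanol YPEG, yeast mitochondrial fusion mutants are measured by CellTiterGlo luminescence; compounds (23 nl pinned per well) restoring growth score as division inhibitors or fusion activators.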
TSG101-PTAP inh: qHTS Assay for Iinhibitors of HIV-1 Budding by Blocking the Interaction of PTAP/TSG101; Potency, µM (doses to about 115 µM), without a hit: top-dose activity change, negative = inhibition, usual class: inhibitors; Fluorescence polarization, FITC-PTAP peptide / Tsg101 binding; AID 493005, 2010; 340,000 tested, under 10 active; active = well fitted inhibition curve with a large enough effect in the main read-out, with a control signal flat, not every such curve was filed as active; inconclusive = small, poorly fitted or top-dose-only effect, or effect the other way, or a change in a side signal; inactive = no such curve, though single readings can be large or run the other way; note: potency is the fitted concentration of half-maximal effect; % of control where 0% means no effect
Target sequence (Q99816 whole entry, looked up): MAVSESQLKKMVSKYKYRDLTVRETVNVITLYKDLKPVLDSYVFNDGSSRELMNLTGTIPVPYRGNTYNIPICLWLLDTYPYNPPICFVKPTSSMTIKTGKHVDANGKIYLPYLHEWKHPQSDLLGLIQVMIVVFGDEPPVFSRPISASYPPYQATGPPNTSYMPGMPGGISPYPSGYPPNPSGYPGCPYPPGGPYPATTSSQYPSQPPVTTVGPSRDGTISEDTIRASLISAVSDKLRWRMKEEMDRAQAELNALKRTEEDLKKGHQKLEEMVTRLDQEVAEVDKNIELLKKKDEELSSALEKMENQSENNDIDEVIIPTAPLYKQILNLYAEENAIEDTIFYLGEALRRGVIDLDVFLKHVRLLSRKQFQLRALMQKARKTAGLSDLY
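Fluorescence polarization binding of Tsg101 binding domain (10 uM final) to FITC-labeled PTAP peptide (50 nM final) in HEPES pH 7.5 buffer with NaCl, Tween 20, EDTA, TCEP. Compounds added before peptide; binding 20 min at RT.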
ASM inhibitor: Inhibitors of Secretory Acid Sphingomyelinase (S-ASM): qHTS; placental ASM, HMU-PC fluorogenic substrate, 60 min; 340,000 compounds, 0.006% hits; AID 504937, 2011; Potency, µM (titrated, usually from 57.5 µM), without a hit: at the highest dose activity change, negative = inhibition, most hits filed as inhibitors; Sphingomyelin phosphodiesterase (Homo sapiens), P17405; note: potency is the fitted concentration of half-maximal effect
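Human placenta-derived ASM preincubated with compound 10 min at room temperature, then reacted with 9 uM (final) fluorogenic HMU-PC substrate for 60 min at 37 C. Stop solution raises pH to 10; fluorescence read at Ex 386/Em 447 nm.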
ELG1 repair inh: qHTS screen for small molecules that inhibit ELG1-dependent DNA repair in human embryonic kidney (HEK293T) cells expressing luciferase-tagged ELG1; Potency, µM (top dose mostly 46.1 µM), for inactives: top-dose activity change, negative = inhibition, actives largely listed as inhibitors; AID 504467, 2011; HEK293T ELG1-luciferase reporter, luminescence, 16 h; DNA damage induced by 5-fluorouridine; 330,000 compounds, 2.3% hits; note: potency is the fitted concentration of half-maximal effect; % is set by controls: 0 for no effect and ±100 for the full control effect; nearly all actives have a fitted effect of over 55% in size
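DMSO vehicle served as the neutral condition. Each well held 2,000 cells given 5-fluorouridine plus compound; after 16 hr at 37 °C/5% CO2, ONE-Glo was added and luciferase measured 30 min later.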
BCR signal inh: qHTS Assay to Find Inhibitors of Chronic Active B-Cell Receptor Signaling; AID 493014, 2011; 340,000 compounds, 0.05% hits; Potency, µM (doses to about 46.1 µM), for inactives: at the top dose ratio change, negative = lower green/red ratio, most hits filed as inhibitors; ABC-DLBCL IkBa-CBG/CBR reporter, luminescence ratio, 4 h; active = well fitted inhibition curve with a large enough effect in the signal ratio, with a control signal flat, not every such curve was filed as active; inconclusive = small, poorly fitted or top-dose-only effect, or effect the other way, or a change in a side signal; the % refers to the signal ratio;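 note: potency is the fitted concentration of half-maximal effect; plate controls were basal doxycycline-induced cells for no effect and cells given 10 µM MG132 for full effect; MG132 reads +100%, hits lower the ratio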
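Cell line TMD8 (human ABC DLBCL), stably expressing tet-inducible CBG68-IkBa fusion and CBR; IMDM/0.5% FBS; cpd up to 46 uM; dox induction, 4 h, 37C/5% CO2; dual luminescence; green/red ratio; MG132 control.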
Integrin act MD: qHTS for Activators of Integrin-Mediated Alleviation for Muscular Dystrophy; alpha7betagal myoblasts, beta-gal FDG fluorescence, 48 h; Potency, µM (doses to about 38.3 µM), for the others: at the highest dose activation, most hits filed as activators; 350,000 compounds, 0.064% hits; AID 624291, 2012;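 note: potency is the fitted concentration of half-maximal effect; 100% = response of the positive control SU9516; nearly all actives have a fitted effect of over 60% in size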
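Alpha7betagal+/- myoblasts (passage 13) were plated 16-24 hr, then exposed to compounds (1:260 dilution of DMSO stock) for 48 hours at 37C. After MPER lysis, β-galactosidase reporter activity was read as FDG fluorescence (ex 480/em 540) after 30 minutes.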
A-T KAP1 phos: qHTS Assay for Identifying a Potential Treatment of Ataxia-Telangiectasia | […] A-T fibroblasts, KAP-1 phosphorylation AlphaLISA; neocarzinostatin DNA damage 30 min before lysis | Potency, µM (titrated, usually from 57.5 µM), inactives show top-dose activation, actives largely listed as activators | 320,000 compounds, 0.19% hits; note: potency is the fitted concentration of half-maximal effect; % of control where 0% means no effect; nearly all actives have a fitted effect of over 45% in size
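ATM-like activity read as KAP-1 phosphorylation via AlphaLISA donor/acceptor antibody pairs after lysis and 6 hr at 25C. Cells were ATM-null patient fibroblasts ([…], hTERT), dosed 60 min, then exposed to the DSB inducer NCS for 30 min.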
Active calls of the source: *; ? = inconclusive; . = not tested or not shown; [ ] = another dose, or the depositor's remark. Unless noted, calls come from the whole dose curve; as a rule, active = well fitted curve in the direction sought with a large enough effect; inconclusive = small, poorly fitted or top-dose-only effect, or another doubt; inactive = no such curve, though single readings can be large; an effect the other way counts as inactive or inconclusive.

cpd	SMILES	TCR act	Tb PFK inh	TSHR antag	TSG101-PTAP inh	ELG1 repair inh	Mito fusion act	BCR signal inh	Eya2 inh	ASM inhibitor	Integrin act MD	A-T KAP1 phos
1	N#CC1=C(N)OC2=C(CC/C2=C\c2ccccc2)C1c1ccccc1 (centres undefined)	-4%	-8%	56	?	17%	-5%	?	1%	.	-2%	24%
2	O=C1COc2ccc(C(=O)COC(=O)c3ccc([N+](=O)[O-])cc3Cl)cc2N1	7%	-7%	-14	-1%	21%	-7%	?	9%	-21%	-2%	-6%
3	CC(C)Cc1ccccc1O	.	0%	13	.	14%	-4%	-14%	3%	.	.	12%
4	Cc1nnc(SCc2ccc(C(=O)O)cc2)s1	-3%	0%	25	-3%	7%	1%	?	14%	1%	18%	1%
5	COCCCNC(=O)Cn1cc2c(n1)CCC(C)C2 (centres undefined)	3%	-2%	11	-3%	1%	3%	0%	-15%	1%	21%	5%
6	Cc1ccc(NC(=O)CSC2=NN3CCCC(=O)N=C3S2)cc1Cl	-44%	13%	-19	0%	9%	1%	2%	6%	2%	-32%	4%
7	CCOc1ccccc1Oc1ccc(C(F)(F)F)cn1	1%	13%	11	-1%	-7%	-5%	-11%	-3%	0%	-8%	14%
8	CCc1nnc(NC(=O)CSc2nc(C)c3c(c2C#N)CCCC3)s1	-6%	?	-6	-6%	?	8%	-8%	6%	34%	11%	4%
9	C[C@@]12CCC=C[C@H]1[C@H](c1ccc(F)c(/C=C/c3ccccc3)c1)N(Cc1ccccc1)C2=O	5%	2%	-4	-2%	-1%	-14%	13%	-8%	?	23%	3%
10	NS(=O)(=O)c1cc(Cl)c(NC(=O)COC(=O)c2ccccn2)c(Cl)c1	-3%	-16%	-4	-3%	16%	-10%	-5%	3%	2%	10%	3%
11	CCCc1cc(=O)[nH]c(SCC(=O)NCC2COc3ccccc3O2)n1 (centres undefined)	-4%	-4%	-9	-2%	?	0%	4%	9%	-1%	16%	11%
12	COc1ccc(C)cc1NC(=O)CSc1ccc(-c2ccco2)nn1	2%	2%	27	-5%	-11%	0%	0%	-14%	-6%	-5%	11%
13	Cc1sc2nc(CN3CCN(S(=O)(=O)c4cccc5nonc45)CC3)[nH]c(=O)c2c1C	-2%	1%	1	-6%	?	-4%	?	4%	-6%	14%	9%
14	COC(=O)c1cc(NC(=O)Cc2ccccc2[N+](=O)[O-])ccc1Cl	19%[46.1 µM]	1%	9	-1%	-21%	1%	?	-11%	-6%	16%	11%
15	Fc1ccc(-c2cc3nc4c(c(N5CCOCC5)n3n2)CCCC4)cc1	.	-3%	-28	-13%	-19%	0%	3%	-18%	-1%	0%	4%
16	CCOC(=O)c1csc(NC(=O)c2ccc(OCC)cc2)n1	0%	4%	-12	-1%	?	-5%	?	-12%	-4%	-24%	7%
17	COC(=O)c1c(NC(=O)COC(=O)[C@@H](NS(=O)(=O)c2ccccc2)C(C)C)sc2c1CCC2	-3%[46.1 µM]	-4%	-6	2%	26µM*	-22%	?	-18%	-7%	-27%	-1%
18	COc1ccc(-c2cc(C(=O)O)c3ccccc3n2)c(OC)c1	3%	7%	-7	-1%	9%	1%	-13%	1%	8%	5%	-5%
19	COc1ccc([C@H]2CC(=O)C=C(c3ccc(Cl)c(F)c3)C2)cc1	3%	-1%	-17	-1%	0%	?	19%	3%	-7%	17%	1%
20	O=C(Nc1ccc(S(=O)(=O)Nc2ncccn2)cc1)c1ccc(Cl)c([N+](=O)[O-])c1	2%	-11%	-21	-1%	-8%	2%	2%	-9%	-1%	-18%	-14%
21	CCn1cc(C(=O)NN)c(=O)c2cc(F)c(N3CCOCC3)cc21	5%	4%	3	-1%	20%	15%	-9%	0%	-1%	?	-9%
22	CC1(C)CC2(CCO1)OC(=O)CC2C(=O)Nc1ccccc1Cl (centres undefined)	2%	-3%	-2	-1%	12%	2%	10%	15%	16%	?	4%
23	CC(C(=O)c1ccccc1)n1cnc2ccccc2c1=O (centres undefined)	-1%	-8%	0	-3%	?	4%	9%	-4%	2%	-13%	-10%
24	Cc1cn(S(=O)(=O)c2ccc(Br)cc2)cn1	.	1%	-5	-6%	3%	0%	?	18%	2%	-7%	.
25	NNC(=O)C1CC(O)CN1S(=O)(=O)c1ccc(Cl)cc1 (centres undefined)	1%	1%	-10	2%	7%	-4%	-8%	2%	-2%	48%	0%
26	Cc1nnc(SCC(=O)Nc2nnc(-c3ccccc3)o2)s1	0%	0%	-5	0%	8%	-2%	1%	-7%	7%	27%	9%
27	Cc1ccc(NC(=O)Nc2ccccc2)c(Br)c1	4%[46.1 µM]	0%	-14	3%	?	-3%	-25%	-10%	5%	-2%	-3%
28	O=C(Nc1ccccc1)N1CCSc2cc(Cl)ccc21	3%	0%	2	-4%	?	2%	-2%	?	1%	5%	-1%
29	CN(Cc1ccccc1)C(=O)CCS(=O)(=O)c1ccc2c(c1)oc(=O)n2C	-4%	-4%	-6	-2%	9%	0%	4%	6%	8%	-22%	5%
30	Cc1c(C(=O)N2CCCCC2)nnn1-c1nonc1N	-3%	1%	5	-9%	11%	-5%	?	-24%	-5%	11%	-4%
31	Cc1ccc(-c2nonc2NC(=O)c2ccco2)cc1	6%	-17%	2	-2%	7%	-2%	-4%	4%	4%	5%	-12%
32	COc1cc(-c2cc3nc(C)c(C)c(=O)n3[nH]2)cc(OC)c1OC	-7%	3%	-7	0%	?	-2%	-5%	3%	0%	-24%	1%
33	Cc1cc(C)cc(N(CCC#N)C(=O)CSc2nc3ccccc3c(=O)[nH]2)c1	3%	1%	24	-4%	0%	.	2%	2%	-7%	?	8%
34	Cc1ccc(S(=O)(=O)N2CC(=O)N3CCN(CCN)C3C2)cc1 (centres undefined)	3%	7%	10	-4%	17%	.	-2%	4%	26%	16%	-5%
35	Cc1ccc(C(=O)NC(=S)N2CCN(C)CC2)cc1Br	-3%	2%	3	-1%	?	-10%	-18%	-4%	-6%	5%	0%
36	COc1ccc(Cl)cc1NC(=O)N(C)Cc1c(C)nn(C)c1C	8%	-5%	0	-2%	12%	-5%	3%	6%	0%	-19%	2%
37	CNC(=O)CSc1nnc(-c2cccnc2)n1-c1ccc(C)cc1	-7%	-2%	-17	-3%	11%	0%	3%	-7%	-2%	25%	2%
38	CCOC(=O)C1CCN(C(=S)Nc2cccc(C)c2C)CC1	-3%	3%	9	1%	2%	-3%	-6%	-2%	4%	6%	12%
39	CC(=O)NCCc1cc2ccc(C)c(C)c2[nH]c1=O	1%	-6%	10	0%	?	-6%	0%	3%	9%	15%	-12%
40	O=C(NCC1CCCO1)c1cccc(Oc2ccc([N+](=O)[O-])cc2)c1 (centres undefined)	-17%	-1%	-8	-1%	-26%	-4%	?	-11%	-5%	-11%	2%
41	O=C1C2CC=C(Cl)CC2C(=O)N1CNc1ccccn1 (centres undefined)	-2%	1%	-3	-7%	?	2%	-4%	12%	0%	-4%	1%
42	Cc1cc(S(=O)(=O)N2CCCCC2)ccc1OCC(=O)N1CCCC1	3%	-12%	2	-1%	-4%	-1%	6%	20%	-2%	0%	7%
